ERa SRC1 inh: ER-alpha (human) coactivator binding inhibition; P03372; TR-FRET ER-alpha LBD / SRC-1 peptide, estradiol-bound; inhibition, % at 25.6 µM; 86,000 compounds, 1.7% hits; AID 629; in the data active = inhibition above about 50%;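 also: 0% = receptor plus peptide control and 100% = peptide only without receptor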
Target sequence (P03372 whole entry, looked up, the tested form may be a part): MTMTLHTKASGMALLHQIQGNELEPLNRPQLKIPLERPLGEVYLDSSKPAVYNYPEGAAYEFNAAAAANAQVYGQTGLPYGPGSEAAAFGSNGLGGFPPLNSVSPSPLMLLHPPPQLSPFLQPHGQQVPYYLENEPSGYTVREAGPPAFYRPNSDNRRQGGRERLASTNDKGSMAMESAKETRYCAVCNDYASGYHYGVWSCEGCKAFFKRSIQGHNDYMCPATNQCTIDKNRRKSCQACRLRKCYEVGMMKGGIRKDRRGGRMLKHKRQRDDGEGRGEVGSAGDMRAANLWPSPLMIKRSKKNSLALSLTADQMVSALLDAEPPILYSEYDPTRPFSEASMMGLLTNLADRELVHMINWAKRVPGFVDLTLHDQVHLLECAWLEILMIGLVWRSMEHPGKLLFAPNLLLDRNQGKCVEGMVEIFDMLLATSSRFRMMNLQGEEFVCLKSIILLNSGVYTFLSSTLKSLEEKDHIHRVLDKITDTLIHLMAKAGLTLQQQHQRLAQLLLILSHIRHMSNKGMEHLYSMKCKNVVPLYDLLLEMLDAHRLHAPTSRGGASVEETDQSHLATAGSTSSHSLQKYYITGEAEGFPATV
FAK inh: FAK (human) kinase inhibition. Q05397. biochemical FAK kinase activity assay. inhibition, %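 (tested at 7 µM)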. 97,000 compounds, 0.84% hits; in the data active = inhibition above about 19%;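 also: 0% = DMSO and 100% = reference compound high control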
ERb coact inh: ER-beta (human) coactivator binding inhibition | inhibition, % at 25.6 µM | TR-FRET ER-beta LBD / SRC1-Cy5 peptide binding; receptor agonist-loaded with 1 µM estradiol | AID 633 | Q92731 | 86,000 compounds, 1.3% hits;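 active = compounds whose percent inhibition of the receptor-coactivator binding signal exceeds about 50% in the single-dose screen, limit read from the data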;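 also: 0% = receptor plus peptide wells without compound and 100% = peptide-only wells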
Target sequence (Q92731 whole entry, looked up, the tested form may be a part): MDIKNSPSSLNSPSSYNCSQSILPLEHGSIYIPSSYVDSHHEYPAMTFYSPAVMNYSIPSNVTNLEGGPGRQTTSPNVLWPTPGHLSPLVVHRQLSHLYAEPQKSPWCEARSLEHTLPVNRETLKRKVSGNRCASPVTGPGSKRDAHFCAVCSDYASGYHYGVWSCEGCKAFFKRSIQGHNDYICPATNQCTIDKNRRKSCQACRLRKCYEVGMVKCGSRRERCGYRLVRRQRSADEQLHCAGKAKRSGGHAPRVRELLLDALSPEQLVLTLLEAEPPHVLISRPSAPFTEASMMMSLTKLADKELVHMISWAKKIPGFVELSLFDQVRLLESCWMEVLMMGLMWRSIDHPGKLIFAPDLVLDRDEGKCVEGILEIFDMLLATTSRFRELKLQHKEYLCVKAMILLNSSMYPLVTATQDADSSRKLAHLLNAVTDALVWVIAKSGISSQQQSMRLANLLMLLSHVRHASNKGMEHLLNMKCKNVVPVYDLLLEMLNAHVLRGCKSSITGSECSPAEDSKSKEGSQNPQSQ
PLK1 kinase inh: blocks human PLK1 kinase activity. recombinant PLK1 kinase, TR-FRET peptide phosphorylation. 97,000 compounds, 0.53% hits. inhibition, % at 10 µM;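 active = inhibition of 50% or more in the single-concentration screen; inactive = inhibition below 50%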;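 also: 0% = DMSO max control and 100% = H-89 dihydrochloride min control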
Mac1 fbg enh: enhancers of human CD11b/CD18 binding to fibrinogen. P05107+P11215. 93,000 compounds, 0.07% hits. AID 1499. activation, % at 10 µM. K562 CD11b/CD18 adhesion to fibrinogen, ATPlite luminescence;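 active = 10 µM primary screen giving 50% or more activity, confirmed by 40% or more on retest at that dose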; also: strong numbers were not always called active
HIV Rev-RRE inh: HIV Rev-RRE protein-RNA interaction inhibition; inhibition, % at 8 µM; 97,000 compounds, 0.79% hits; P05866; Rev peptide-RRE RNA binding, FRET;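 active = inhibition above the screen-wide mean plus 3 SD, cut at about 35% in these data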;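 also: 0% = median DMSO wells and 100% = median Neomycin B control wells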
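Test system: labelled RRE RNA duplex and labelled Rev peptide. Times: 5 min compound–RNA preincubation, then 15 min with peptide, 25 °C. Doses: single-dose 8 µM. Measured by: FRET, excitation 480 nm, emission 540 nm donor and 671 nm acceptor. Measure: % inhibition of FRET ratio versus controls.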
ERa SRC1 pot: enhances coactivator binding to human estrogen receptor alpha | P03372 | TR-FRET ERalpha-LBD/SRC-Cy5 coactivator binding, 2 h; 100 = basal binding, no effect | coactivator binding (% of control), % at 25.6 µM | 86,000 compounds, 1.3% hits | AID 639; in the data active = activity above about 200%;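 also: binding measured in presence of low estradiol as agonist stimulus; 0% = peptide alone without receptor and 100% = receptor with peptide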
CD11b adhes inh: inhibitors of human CD11b/CD18 binding to fibrinogen; inhibition, % at 10 µM; P05107+P11215; 93,000 compounds, 0.54% hits; AID 1497; K562 CD11b/CD18 adhesion to fibrinogen, ATPlite luminescence; Mn2+ added to activate the integrin;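 active = primary inhibition of 50% or more at 10 µM, then 40% or more on retest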; also: some results filed as inactive read as strong as hits
Plk1 PBD FP: blocks phosphopeptide binding to human Plk1 polo box domain. 97,000 compounds, 0.13% hits. inhibition, %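 (tested at about 20 µM)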. P53350. Plk1 PBD phosphopeptide binding, fluorescence polarization; in the data active = inhibition above about 34%, passing the limit was not always enough
The depositor's hits bear a star; . = not tested or not shown; [ ] = remark or other dose. An unsorted share of the library; 4.7% or so of the library scored in one or more.

SMILES	ERa SRC1 inh	FAK inh	ERb coact inh	PLK1 kinase inh	Mac1 fbg enh	HIV Rev-RRE inh	ERa SRC1 pot	CD11b adhes inh	Plk1 PBD FP
Cc1ccc(S(=O)(=O)N2CCCC(C(=O)Nc3ccc(NC(=O)c4ccccn4)cc3)C2)cc1 (stereo not drawn)	9	2	18	-8	.	-1	107	.	-22
CCOC(=O)c1c(C)c(C(=O)NCc2cccnc2)c(C)n1C	-14	4	-7[fluorescence artefact?]	-8	-1	7	111	-9	20
C/C(Nc1ccc(Cl)cc1)=C(/C#N)C(N)=O	-1	3	-1	-9	-1	8	90	-50	8
CCN(CC)S(=O)(=O)N1CCC(C(=O)NC2CCCc3ccccc32)CC1 (stereo not drawn)	-3	0	-10	-9	.	-4	94	.	12
CON1C(=O)C(=O)N(OC)C2CCCCC21 (stereo not drawn)	.	0	.	-10	.	4	.	.	-26
c1ccc(CNn2c(N3CCOCC3)nc3ccccc32)cc1	-2	9	-2	-2	-2	4	114	-8	-10
COc1ccccc1-c1noc(-c2cccs2)n1	5	0	2	-8	.	4	91	.	-12
O=C(NCCOC(=O)c1ccc(C(=O)OCCNC(=O)c2ccccc2)o1)c1ccccc1	8	0	-4	-19	0	3	95	-16	-12
CCOC(=O)C(CC)n1cnc2c(oc3ccccc32)c1=O (stereo not drawn)	.	0	.	-12	.	7	.	.	-25
CCCCC(=O)Nc1ccccc1C(=O)N1CCOCC1	-4	0	-5	-8	.	5	101	.	-19
C=CCn1c(=O)c2ccccc2n2c(SCC(=O)/C(C#N)=C(\C)N)nnc12	31	0	30	-15	2	3	51	12	-20
Cc1nnc(SCc2cc(=O)[nH]c(N3CCCCC3)n2)s1	-5	8	-1	-16	.	-2	108	.	-10
Cc1ccc(NC(=O)N2CCC(C(=O)NCCC3=CCCCC3)CC2)cc1	-2	3	2	2	-2	11	120	-6	22
COc1cc(-c2c(C#N)c(N)nc(SCc3ccncc3)c2C#N)cc(OC)c1OC	-3	-2	-4	2	0	5	114[fluorescence artefact?]	11	-12
CC(=O)c1cc(CN2C(=O)c3ccccc3C2=O)cs1	5	.	-4	.	-3	.	103	2	.
O=C(O)c1cc2ccccc2c(=O)s1	-10	0	-5	3	.	9	102	.	-33
CSCCC(NC(=O)C1CCC(C)CC1)C(=O)NCCN1CCOCC1 (stereo not drawn)	-7	-9	-3[fluorescence artefact?]	-6	-1	-6	90	5	20
COc1ccc(Oc2nccc(-c3ccc(Cl)cc3)n2)cc1	.	8	.	-11	1	4	.	31	11
CC(=O)Nc1cccc(C(=O)NC(C)c2ccc(S(N)(=O)=O)cc2)c1 (stereo not drawn)	10	0	-4	-1	-6	8	86	-1	1
Cn1c(=O)oc2cc(S(=O)(=O)N3CCCc4ccccc43)ccc21	-9	4	0	-23	-4	1	126	0	15
O=C1C(C=NCCCn2ccnc2)=C(O)c2ccccc21	1[fluorescence artefact?]	0	11[fluorescence artefact?]	5	.	4	109	.	-8
O=[N+]([O-])c1ccc2nccn2c1	.	-4	.	-1	0	11	.	-1	14
COc1ccccc1N1CCN(C(=O)c2ccc(S(=O)(=O)N3CCCCC3)cc2)CC1	-28	0	-23[fluorescence artefact?]	-9	-3	5	102	-27	-27
COc1ccc(NC(=O)CSc2ncccc2C(=O)OC(C)C)cc1OC	3	1	-8	-3	-5	5	121	32	-3
O=C1CC(c2ccc(F)cc2)CC(O)=C1C=NCCN1CCNCC1 (stereo not drawn)	-10	-1	-23[fluorescence artefact?]	0	.	1	107	.	-11

A draw from above in order of number of heavy atoms, descending:
SMILES	ERa SRC1 inh	FAK inh	ERb coact inh	PLK1 kinase inh	Mac1 fbg enh	HIV Rev-RRE inh	ERa SRC1 pot	CD11b adhes inh	Plk1 PBD FP
O=C(NCCOC(=O)c1ccc(C(=O)OCCNC(=O)c2ccccc2)o1)c1ccccc1	8	0	-4	-19	0	3	95	-16	-12
COc1cc(-c2c(C#N)c(N)nc(SCc3ccncc3)c2C#N)cc(OC)c1OC	-3	-2	-4	2	0	5	114[fluorescence artefact?]	11	-12
C=CCn1c(=O)c2ccccc2n2c(SCC(=O)/C(C#N)=C(\C)N)nnc12	31	0	30	-15	2	3	51	12	-20
O=C1CC(c2ccc(F)cc2)CC(O)=C1C=NCCN1CCNCC1 (stereo not drawn)	-10	-1	-23[fluorescence artefact?]	0	.	1	107	.	-11
c1ccc(CNn2c(N3CCOCC3)nc3ccccc32)cc1	-2	9	-2	-2	-2	4	114	-8	-10
Cc1nnc(SCc2cc(=O)[nH]c(N3CCCCC3)n2)s1	-5	8	-1	-16	.	-2	108	.	-10
O=[N+]([O-])c1ccc2nccn2c1	.	-4	.	-1	0	11	.	-1	14

The results go on.
SMILES	ERa SRC1 inh	FAK inh	ERb coact inh	PLK1 kinase inh	Mac1 fbg enh	HIV Rev-RRE inh	ERa SRC1 pot	CD11b adhes inh	Plk1 PBD FP
CS(=O)(=O)N(CCC(=O)O)Cc1ccccc1	-10	4	-3	-11	-2	5	112	1	-8
COc1ccc2c(Cl)c(C(N)=O)sc2c1	-15	.	-5	.	-1	.	105	-8	.
COc1ccc(N2CCN(C(=O)COc3ccc(Cl)cc3Cl)CC2)cc1	-1	1	-6	-3	-1	4	96	-7	7
COc1ccc(-c2nnc(-c3cccnc3)o2)cc1OC	-1	2	-3	-10	1	-4	101[fluorescence artefact?]	0	21
CC(NC(=O)COc1cccc(Br)c1)C(=O)O (stereo not drawn)	-1[fluorescence artefact?]	1	-3	-8	-3	7	102[fluorescence artefact?]	-26	-29
CC1CCCN(C(=O)COC(=O)c2ccc[nH]c2=O)C1 (stereo not drawn)	-8	1	9	1	-4	9	104	-20	2
Cc1onc(-c2ccccc2Cl)c1C(=O)Nc1nn[nH]n1	0	.	1	.	4	.	103	-4	.
COc1ccccc1C(=O)n1nc(-c2ccc(Cl)cc2)nc1N	-18	4	-33	-5	0	9	99	2	-16
COc1cc(OC)c(S(=O)(=O)N2CCCCC2)cc1S(=O)(=O)N1CCCCC1	21	0	19	-6	0	8	99	-15	11
COc1ccc(OCC(O)Cn2c(=N)n(CCN3CCCCC3)c3ccccc32)cc1 (stereo not drawn)	0	.	-9	.	-3	.	99	19	.
COc1ccc(-c2cc(N)n(S(=O)(=O)c3c(F)c(F)c(F)c(F)c3F)n2)cc1OC	-7	-8	-4[fluorescence artefact?]	-5	-3	11	130[fluorescence artefact?]	28	14
O=C(c1ccc2c(c1)C(=O)N(Cc1ccco1)C2=O)N1CCOCC1	-11	-1	-6[fluorescence artefact?]	-6	.	0	111	.	2
CCC1(C)Cc2c(sc(NC(=O)CCC(=O)O)c2C#N)CO1 (stereo not drawn)	-5	-3	-12	-8	0	-3	111	-8	6
O=C(CN1CCN(c2ncccn2)CC1)N1CCN(C(c2ccccc2)c2ccccc2)CC1	-2	-5	-8	-1	.	-5	101	.	17
O=C(CSc1nc2c([nH]c3ccccc32)c(=O)n1-c1ccccc1)N1CCOCC1	3	.	-5	.	-1	.	141	-4	.
O=C(NCCc1cccs1)C1CC(c2c(Cl)cccc2Cl)=NO1 (stereo not drawn)	.	3	.	-10	.	0	.	.	2
COc1ccc2nc(N3CCCC(C(=O)NCCCN4CCN(C)CC4)C3)sc2c1 (stereo not drawn)	.	2	.	-4	4	2	.	8	10
COc1ccccc1CNc1ncnc2nc[nH]c12	-4	.	-6	.	-3	.	89	21	.
COc1ccccc1NC(=O)c1ccccc1NC(=O)c1cc(Cl)ccc1NC(=O)c1ccco1	74*	-2	41	-11	-4	9	64[fluorescence artefact?]	-18	-18
COc1ccccc1CN=C1NC(=O)C(CC(=O)Nc2ccc(OC)c(OC)c2)S1 (stereo not drawn)	.	0	.	-11	-2	0	.	2	-10
O=C(Nc1ccccc1)c1ccc(Cn2cc(C(F)(F)F)ccc2=O)cc1	.	2	.	-6	.	4	.	.	-14
O=C(NCCN1CCC(Cc2ccccc2)CC1)C1CCCN(S(=O)(=O)c2cnc[nH]2)C1 (stereo not drawn)	-10	-3	-11[fluorescence artefact?]	-4	-5	-4	104	-6	-13
CCCCn1c(=NC(=O)c2cccnc2)c(C#N)cc2c(=O)n3cccc(C)c3nc21	3	2	-3	-20	-2	49*	78	-10	-3
CCOC(=O)NC(=O)COC(=O)Cc1cc(OC)c(OC)c(OC)c1	-1	-6	9	-4	0	-3	83	14	-3
O=C(Nn1cnnc1)C1CCCN1S(=O)(=O)c1ccc(F)cc1 (stereo not drawn)	-7	-6	-5	-3	-1	5	93	-8	-5

HIV Rev-RRE inh: hit marks shown above
SMILES	ERa SRC1 inh	FAK inh	ERb coact inh	PLK1 kinase inh	Mac1 fbg enh	HIV Rev-RRE inh	ERa SRC1 pot	CD11b adhes inh	Plk1 PBD FP
CCCCn1c(=NC(=O)c2cccnc2)c(C#N)cc2c(=O)n3cccc(C)c3nc21	3	2	-3	-20	-2	49*	78	-10	-3

Next section:
SMILES	ERa SRC1 inh	FAK inh	ERb coact inh	PLK1 kinase inh	Mac1 fbg enh	HIV Rev-RRE inh	ERa SRC1 pot	CD11b adhes inh	Plk1 PBD FP
Cc1ccccc1Cc1c(C)nc2c(C(=O)NCc3ccc4c(c3)OCO4)cnn2c1C	-4	7	4[fluorescence artefact?]	-6	-3	4	103	4	-9
CCOC(=O)n1c(=O)n(Cc2ccccc2)c2ccccc21	.	0	.	-7	0	-1	.	-7	-21
COc1cccc(OC)c1C(=O)Nc1cc(Cl)ccc1N1CCOCC1	-6	2	0	-10	1	12	106	-18	1
Cc1noc(C)c1CSc1ccc(Br)cc1	.	5	.	-8	-1	9	.	13	-24
CN(C(=O)C12CC3CC(CC(C3)C1)C2)C1CCS(=O)(=O)C1 (stereo not drawn)	0	-4	0	11	-1	1	101	-2	-12
COc1ccc(N(C(=O)c2ccco2)S(=O)(=O)c2cccc([N+](=O)[O-])c2)cc1	1	2	1	-1	0	2	88[fluorescence artefact?]	-13	-4
COc1cccc(C2/C(=C(\O)c3ccc4c(c3)OCO4)C(=O)C(=O)N2CCN(C)C)c1OC (stereo not drawn)	1	1	-6	-11	-1	3	94	-30	-1
O=C(CSCC(=O)NC1CC1)Nc1ccc2ccccc2c1	-10	2	-9	-9	.	-1	103	.	-13
CCCCn1nc(NC(=O)c2cccs2)c2cc3ccccc3nc21	-1[fluorescence artefact?]	-2	-15	-16	-5	10	123[fluorescence artefact?]	7	-18
CCc1nnc(NC(=O)C2CCCN2S(=O)(=O)c2ccccc2)s1 (stereo not drawn)	.	0	.	-10	.	2	.	.	-4
CCC(C)NC(=O)c1c(C)cc(=O)oc1C (stereo not drawn)	-67	0	-16	-12	.	7	132	.	16
CC(C)OP(=O)(c1ccc(N(C)C)cc1)C(O)c1ccncc1 (stereo not drawn)	0	-2	21	-3	3	7	114	-6	-14
CCN=C1SC(CC(=O)NCCc2ccc(OC)cc2)C(=O)N1CC (stereo not drawn)	.	1	.	-10	0	14	.	10	19
CC(=O)Nc1ccc(N2C(C(C)=O)=NN(c3ccc(Cl)cc3)C2c2sccc2C)cc1 (stereo not drawn)	-14	9	-4[fluorescence artefact?]	-9	.	5	73	.	-30
Cc1cc(C)c(C#N)c(N2CCN(Cc3ccccc3)CC2)n1	-2	-3	-4	-5	-4	14	100	6	-15
CCn1cc(Br)c(C(=O)NC(C)c2ccccc2)n1 (stereo not drawn)	-13	2	-22	-9	4	3	121[fluorescence artefact?]	-3	-8
O=C(CN1CCN(Cc2ccccc2F)C1=O)NCCN1CCOCC1	-7	.	-11	12	4	.	131	0	29
Cc1nnc(SCC(=O)Nc2nsc(-c3ccc(Cl)cc3)n2)s1	12[fluorescence artefact?]	2	13[fluorescence artefact?]	5	-4	7	141	-13	20
O=C(CSCc1ccco1)c1ccc(Cl)s1	38	2	30	-3	-1	2	75	6	-8
O=C(c1ccco1)N(Cc1cc2ccccc2[nH]c1=O)CC1CCCO1 (stereo not drawn)	-7	-1	-7	-10	-3	-4	95	-10	-4

Assay outcomes as filed in PubChem BioAssay.
